Screening data (PubChem)
Luciferase inh – Photinus pyralis luciferase inhibition; P08659; Potency, µM (doses to about 115 µM), inactives show top-dose activity change, negative = inhibition, usual class: inhibitors; 2.5% of 76,000 active; purified P. pyralis luciferase, luminescence, biochemical; note: potency is the fitted concentration of half-maximal effect; nearly all actives have a fitted effect of over 65% in size
Target sequence (P08659 whole entry, looked up): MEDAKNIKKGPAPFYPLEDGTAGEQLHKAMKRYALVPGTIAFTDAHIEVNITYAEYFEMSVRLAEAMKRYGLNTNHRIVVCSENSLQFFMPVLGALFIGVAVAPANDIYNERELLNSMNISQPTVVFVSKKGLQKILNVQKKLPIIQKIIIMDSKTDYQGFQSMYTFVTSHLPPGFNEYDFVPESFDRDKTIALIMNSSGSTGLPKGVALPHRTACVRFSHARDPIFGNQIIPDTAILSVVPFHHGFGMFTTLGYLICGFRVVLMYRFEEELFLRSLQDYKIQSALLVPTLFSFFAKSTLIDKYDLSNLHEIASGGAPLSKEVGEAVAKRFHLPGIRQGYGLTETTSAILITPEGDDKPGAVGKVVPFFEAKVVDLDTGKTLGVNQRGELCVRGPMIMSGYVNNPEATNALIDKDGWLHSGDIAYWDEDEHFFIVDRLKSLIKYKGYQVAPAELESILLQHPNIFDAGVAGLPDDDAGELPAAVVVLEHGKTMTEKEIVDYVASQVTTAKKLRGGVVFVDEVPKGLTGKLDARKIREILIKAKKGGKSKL
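FLuc 10nM, D-luciferin 10uM, ATP 10uM, Mg acetate 10mM, Tris acetate pH 7.5, Tween/BSA; cpd qHTS; enzyme added last; CCD luminescence.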
GPT2 inhibitor – GPT2 alanine aminotransferase inhibition. Q8TD30. Recombinant GPT2, coupled pyruvate oxidase/HRP Amplex Red fluorescence. Potency, µM (series often up to 57.7 µM), inactives show top-dose activity change, negative = inhibition, hits mostly inhibitors. 0.25% of 100,000 active. AID 1671188; note: potency is the fitted concentration of half-maximal effect; nearly all actives have a fitted effect of over 60% in size; many of its hits are not listed in these tables
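Inhibition is scored from Amplex Red fluorescence generated when pyruvate oxidase and HRP act on pyruvate released by GPT2. Reactions contain 10ng/uL enzyme, 250uM a-KG and 2mM L-alanine and run 30 min at room temperature.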
3T3 cytotox – NIH 3T3 cell cytotoxicity | NIH 3T3 viability, CellTiter-Glo ATP luminescence, 48-72 h | Potency, µM (series often up to 96.7 µM), inactives show top-dose activity change, negative = cytotoxicity, actives largely listed as inhibitors | 4.3% of 94,000 active | AID 1345082; note: potency is the fitted concentration of half-maximal effect; nearly all actives have a fitted effect of over 55% in size
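First NIH 3T3 cells are plated at 400 cells/well; next compound is pinned in; then plates incubate 48 or 72 hr at 37 °C; finally CellTiter-Glo is added and luminescence read after 10 min.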
IP6K1 inh – blocks human inositol hexakisphosphate kinase 1; Q92551; IP6K1 kinase, ADP-Glo luminescence, 2 h; stronger effect = lower value; activity change, % (series mostly up to about 58 µM); 0.81% of 140,000 active; AID 1645851; in the data active = activity change below about -25%
Target sequence (Q92551 whole entry, looked up): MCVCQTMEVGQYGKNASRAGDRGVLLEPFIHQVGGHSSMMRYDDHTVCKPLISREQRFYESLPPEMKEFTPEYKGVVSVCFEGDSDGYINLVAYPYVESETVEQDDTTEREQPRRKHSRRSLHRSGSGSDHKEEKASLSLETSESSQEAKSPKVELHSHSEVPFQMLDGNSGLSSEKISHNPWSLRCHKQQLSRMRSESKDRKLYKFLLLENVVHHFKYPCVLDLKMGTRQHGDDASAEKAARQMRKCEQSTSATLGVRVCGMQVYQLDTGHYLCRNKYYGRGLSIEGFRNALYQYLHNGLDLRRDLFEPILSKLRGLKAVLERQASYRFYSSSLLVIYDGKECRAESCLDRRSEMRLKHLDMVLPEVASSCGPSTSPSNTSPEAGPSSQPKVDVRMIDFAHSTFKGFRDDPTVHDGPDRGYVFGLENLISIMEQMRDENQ
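ADP-Glo luminescence measures ADP made by human IP6K1 during a 2 h RT reaction with ATP/IP6 (mix at 1.3 mM/130 uM); top library doses 57.5 and 19.1 uM final.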
HEK293 viab – reduces viability of HEK-293 SNCA reporter cells; HEK-293-SNCA-luc viability, GF-AFC fluorescence, 24 h; Potency, µM (highest dose often 57.1 µM), without a hit: at the highest dose activity change, negative = cytotoxicity, most hits filed as cytotoxic; 0.12% of 150,000 active; AID 1671193;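 note: potency is the fitted concentration of half-maximal effect; 0% = DMSO-treated cells and -100% = medium-only wells without cells; nearly all actives have a fitted effect of over 30% in size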
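HEK-293-SNCA-luc cells (1500/well) plated 24 h, then exposed 24 h to a dilution series; GF-AFC added 30 min at 37C, fluorescence 405/540 nm; normalised to medium-only and DMSO wells, Hill fit.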
SNCA expr inhib – SNCA gene expression inhibition; Potency, µM (doses to about 57.2 µM), for inactives: top-dose activity change, negative = inhibition, most hits filed as inhibitors; 0.17% of 140,000 active; HEK-293 SNCA-luciferase knock-in, luminescence, 24 h;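 note: potency is the fitted concentration of half-maximal effect; plate controls were DMSO cells for no effect and cell-free wells for full effect; nearly all actives have a fitted effect of over 45% in size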
HEK cytotox – HEK 293 cell cytotoxicity. HEK 293 viability, ATP luminescence (CellTiter-Glo), 48-72 h. Potency, µM (titrated, usually from 115 µM), for the others: at the highest dose activity change, negative = cytotoxicity, most hits filed as inhibitors. 6.6% of 94,000 active; note: potency is the fitted concentration of half-maximal effect; nearly all actives have a fitted effect of over 60% in size
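Viability of HEK 293 cells, plated at 250 cells/well, was judged by cellular ATP after compound treatment for 48 or 72 hr. Luminescence was imaged 10 min after CellTiter-Glo addition at room temperature.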
Numbers without * were called inactive; i = inactive; ? = inconclusive; . = no result given; [ ] = another dose, or the depositor's remark. Unless noted, calls come from the whole dose curve; as a rule, active = well fitted curve in the direction sought with a large enough effect; inconclusive = small, poorly fitted or top-dose-only effect, or another doubt; inactive = no such curve, though single readings can be large; an effect the other way counts as inactive or inconclusive. Unless noted, % is set by controls: 0 for no effect and ±100 for the full control effect. An excerpt; count on the stated rates, not on these rows.

SMILES | Luciferase inh | GPT2 inhibitor | 3T3 cytotox | IP6K1 inh | HEK293 viab | SNCA expr inhib | HEK cytotox
Cc1cc(C(=O)N2CCC(C(=O)N3CCCCCCNC(=O)CC3)CC2)n(C)n1 | -6% | 3% | 4% | -5 | 7% | 2% | 3%
CNC(=O)[C@@H]1C[C@H](n2cc(CN(C)C(=O)Nc3ccc(C)c(C)c3)nn2)CN1 | ? | -7% | -15% | 9 | -2% | 66%[activator] | 4%
COc1ccc(C(=O)c2c(N)c(-c3nc(-c4ccc(OC)cc4)cs3)c3ccccn23)cc1 | . | . | . | 15 | -13% | 27% | .
O=C([C@@H]1C[C@H](F)CN1C(=O)c1ccccc1OC(F)(F)F)N1CCCCC1 | 1% | -8% | i | 15 | -11% | -4% | -1%
Cc1nn2c(c1-c1ccccc1Oc1ccccc1)N(C(=O)C1CCC1)CCC2 | 6%[172 µM] | -11%[88.5 µM] | ? | 5 | -16%[87.6 µM] | -22%[87.6 µM] | 89µM*
Cc1ccc(C(=O)Nc2ccc(-c3cn4cccnc4n3)cc2)cc1C | . | . | . | -8 | 8% | -10% | .
O=C(NCc1nnc2n1C(C(=O)N1CCOCC1)CC2)c1ccc(Cl)cc1Cl (stereo unspecified) | . | -10% | i | 4 | -2% | 16% | i
CC(NC(=O)c1cc2sccc2n1Cc1ccc(F)cc1)c1ccccc1 (stereo unspecified) | . | . | . | 19 | -10% | -5% | .
N#CC(=C1Nc2ccccc2S1)c1ccnc(OCc2ccc(CN3CCOCC3)cc2)n1 | . | i | . | . | ? | ? | .
CN1CC(=O)N(C2CCCCC2)Cc2c1ncnc2N1CCOCC1 | . | -8% | 0% | 2 | -6% | 6% | 3%
CC(C)(Oc1nn(CC2CCOCC2)c2ccccc12)C(=O)NCc1ccncc1 | 0%[172 µM] | -1%[88.5 µM] | ? | -6 | 0%[87.6 µM] | -2%[87.6 µM] | -11%[172 µM]
FC(F)(F)c1ccc(CN2CCn3c(nnc3C3CCNCC3)C2)cc1 | . | 0% | i | -2 | -2% | -2% | i
CCn1ccc(C(=O)N2CC(N(C)Cc3cccnc3)C2)n1 | . | i | -15% | 22 | -9% | 15% | 2%
O=C(Cc1ccc(Cl)cc1)N1C[C@@H](CO)[C@H](c2ccccn2)C1 | 6% | -12% | -20% | 0 | 2% | -14% | ?
CCCNC(=O)[C@@H]1Cc2cn(Cc3nccn3C)c3cccc(c23)[C@H](CC(C)C)N1 | -4%[172 µM] | -3%[88.5 µM] | 100µM* | -3 | -14%[87.6 µM] | -21%[87.6 µM] | 45µM*
COc1cc2c(C(=O)Nc3ccc(C)cc3Br)cn(C)c(=O)c2cc1OC | . | . | . | -11 | 11% | -8% | .
CCc1noc(-c2ccn3c(CNC(=O)c4cc(F)ccc4Cl)nnc3c2)n1 | 2% | i | i | 7 | -6% | 3% | i
Cc1cccc(C(C)(C)C)c1NC(=O)N1CCN2C(=O)CNC(=O)C2C1 (stereo unspecified) | -1% | 3% | 3% | 1 | 6% | 16% | -4%
Cc1ccc(C(=O)N2CCC(N3CCCC(C(=O)N4CCCC4)C3)CC2)s1 (stereo unspecified) | 9% | -6% | -13% | 12 | 5% | 3% | -17%
COC[C@H]1CCCN1C(=O)CC[C@@H]1CNC(=O)[C@@H]2C[C@H](NC(=O)Nc3ccc(F)cc3F)CN12 | 10% | 2% | 3% | 0 | 5% | -4% | i
Cc1cnc(C)n1C1CCN(S(=O)(=O)c2ccccc2)CC1 | -2% | -16% | ? | 3 | ? | 13% | ?
O=C(c1ccccn1)N1CCCn2cc(-c3ccccc3)nc21 | -5% | -2% | 1% | -5 | 3% | 18% | ?
O=C(O)COc1nn(Cc2ccccc2)c2ccccc12 | . | -7% | . | 24 | -2%[23.9 µM] | -29%[25.6 µM] | .
CCOC(=O)c1c(NC(C)=O)c2c3c(sc2n1Cc1cc(C)ccc1C)CCCC3 | . | . | . | 9 | 7% | -3% | .
CN(C)C(=O)N1CCC(C(=O)N2CC(=O)N(C3CCCCC3)CC(OCc3ccncc3)C2)CC1 (stereo unspecified) | -4% | i | i | 18 | -21% | 23% | -4%
CN1CC[C@@H](c2c(O)cc(O)c3c(=O)cc(-c4ccccc4Cl)oc23)[C@@H](O)C1 | . | 2% | . | . | ? | 0.22µM* | .
COc1cccc(C(=O)NC2(C(F)(F)F)C(=O)Nc3c2c(=O)[nH]c(=O)n3-c2ccc(C)cc2)c1 (stereo unspecified) | . | . | . | 13 | 5% | 14% | .
NC(=O)c1cc[nH]c1C1CCCN(C(=O)COc2ccc(F)cc2)C1 (stereo unspecified) | -11% | -15% | -5% | 14 | 13%[12.5 µM] | 8% | -18%
CCCOc1cccc(C(=O)Nc2cc(-c3nc4ccccc4[nH]3)ccc2C)c1 | . | . | . | 10 | ? | 66%[activator] | .
CC1(C(=O)NC2CCOCC2)CCCc2cnc(NCc3ccccc3)nc21 (stereo unspecified) | -4%[172 µM] | ? | -23%[138 µM] | 8 | -7%[87.6 µM] | -26%[87.6 µM] | ?
COc1ccccc1-c1noc(-c2ccc(N3CCN(C)CC3)c([N+](=O)[O-])c2)n1 | . | . | . | 38 | 12% | 87%[activator] | .
CC1CCC2(CC1)OCC(C(=O)NC(C)c1ccccc1)N2C(=O)c1cccc(Cl)c1 (stereo unspecified) | 1% | i | ? | 1 | -1% | -20% | ?
O=C(C[C@@H]1C[C@H]2O[C@H](CNC3CCCCC3)[C@@H](O)[C@H]2O1)N1CCOCC1 | 0%[172 µM] | -9%[88.5 µM] | 1%[174 µM] | -4 | -2%[87.6 µM] | 3%[87.6 µM] | i
O=C(c1ccccc1F)N1CC2(Cc3ccccc3NC2=O)C1 | . | i | -6% | -5 | -1% | 51%[activator] | 1%
O=C(CC1=C2CCCCC2N(Cc2ccc(F)cc2)C1=O)Nc1ccc(F)cc1 (stereo unspecified) | 1% | i | ? | 0 | -12% | 8% | ?
C[C@H]1[C@@H]2[C@@H](O)C([C@H](C)C(=O)NCCN3CCOCC3)CC[C@@]2(C)CC[C@@H]1NC(=O)c1ccccc1 (stereo partly specified) | 14% | i | i | 2 | -1% | 7% | -5%
CCc1cc(=O)n(CC(=O)NCCc2ccc(Cl)cc2)c(N2CCOCC2)n1 | 2% | i | ? | 6 | 3% | -9% | ?
CCc1ccccc1NC(=O)Cn1c(C)cc2nc3n(c(=O)c21)CCCC3 | 4% | -11% | 0% | 4 | -14% | 4% | 8%
O=C(c1cccnc1)N1CCCCC1c1noc(COc2ccc(F)cc2)n1 (stereo unspecified) | 3% | -1% | -23% | 9 | -2% | 0% | ?
Cc1ccccc1CN1Cc2nc(-c3cnn(C)c3)ccc2OCC1=O | 0%[172 µM] | 1%[88.5 µM] | 32µM* | -11 | -5%[87.6 µM] | -1%[87.6 µM] | 100µM*
Cc1ccc(CNc2ncccc2-c2nc(-c3ccc(Cl)cc3)no2)cc1 | . | . | . | 10 | 14% | 99%[activator] | .
CCn1c(CC2CCN(Cc3ccccc3C#N)CC2)nn(C)c1=O | 0% | 0% | 2% | 7 | 6% | 7% | i
CS(=O)(=O)N1CCN(c2ccc3nnc(C4CC4)n3n2)CC1 | . | . | -12%[138 µM] | 12 | . | . | -1%[172 µM]
Cn1c(=O)oc2cc(S(=O)(=O)NC(Cc3ccccc3)C(=O)NCc3ccc(F)cc3)ccc21 (stereo unspecified) | . | . | . | -14 | 8% | 12% | .
Cc1ccccc1CN1CCc2nc(C(=O)NCCOc3ccccc3)oc2CC1 | 5%[172 µM] | -14%[88.5 µM] | ? | 1 | 2%[87.6 µM] | -17%[87.6 µM] | ?
CNC(=O)c1c(NC(=O)c2ccc(S(=O)(=O)N3CCC(C)CC3)cc2)sc2c1CCC2 | . | . | . | 32 | 11% | -4% | .
O=C(NC1CCCN(c2cc(-c3ccc(F)cc3)[nH]n2)C1)c1ccc2cc[nH]c2c1 (stereo unspecified) | 28µM* | -21% | 35µM* | 11 | -27% | 50%[activator] | 35µM*
CCn1c(CO)nnc1C1CC(NC(=O)c2scc3c2CCCC3)C1 (stereo unspecified) | -8% | i | -12% | 2 | -20% | -19% | -5%
COc1ccccc1C(=O)Nc1c(C(=O)N(CCN(C)C)Cc2ccco2)oc2ccccc12 | . | . | . | 6 | ? | -16% | .
COc1ccc(N2CCN(C(=O)CN3CC4CC(C3)[C@H]3CCCC(=O)N3C4)CC2)cc1 (stereo partly specified) | 3% | ? | i | 18 | -13% | -11% | 4%

A run of entries taken from the entries so far:
SMILES | Luciferase inh | GPT2 inhibitor | 3T3 cytotox | IP6K1 inh | HEK293 viab | SNCA expr inhib | HEK cytotox
CCn1c(CC2CCN(Cc3ccccc3C#N)CC2)nn(C)c1=O | 0% | 0% | 2% | 7 | 6% | 7% | i
CS(=O)(=O)N1CCN(c2ccc3nnc(C4CC4)n3n2)CC1 | . | . | -12%[138 µM] | 12 | . | . | -1%[172 µM]
Cn1c(=O)oc2cc(S(=O)(=O)NC(Cc3ccccc3)C(=O)NCc3ccc(F)cc3)ccc21 (stereo unspecified) | . | . | . | -14 | 8% | 12% | .
Cc1ccccc1CN1CCc2nc(C(=O)NCCOc3ccccc3)oc2CC1 | 5%[172 µM] | -14%[88.5 µM] | ? | 1 | 2%[87.6 µM] | -17%[87.6 µM] | ?
CNC(=O)c1c(NC(=O)c2ccc(S(=O)(=O)N3CCC(C)CC3)cc2)sc2c1CCC2 | . | . | . | 32 | 11% | -4% | .
O=C(NC1CCCN(c2cc(-c3ccc(F)cc3)[nH]n2)C1)c1ccc2cc[nH]c2c1 (stereo unspecified) | 28µM* | -21% | 35µM* | 11 | -27% | 50%[activator] | 35µM*
CCn1c(CO)nnc1C1CC(NC(=O)c2scc3c2CCCC3)C1 (stereo unspecified) | -8% | i | -12% | 2 | -20% | -19% | -5%
COc1ccccc1C(=O)Nc1c(C(=O)N(CCN(C)C)Cc2ccco2)oc2ccccc12 | . | . | . | 6 | ? | -16% | .
COc1ccc(N2CCN(C(=O)CN3CC4CC(C3)[C@H]3CCCC(=O)N3C4)CC2)cc1 (stereo partly specified) | 3% | ? | i | 18 | -13% | -11% | 4%

Next part.
SMILES | Luciferase inh | GPT2 inhibitor | 3T3 cytotox | IP6K1 inh | HEK293 viab | SNCA expr inhib | HEK cytotox
COc1cccc(CNC(=O)C2CCCN(c3nnc(-n4c(C)ccc4C)s3)C2)c1OC (stereo unspecified) | . | . | . | 3 | -7% | -2% | .
CC#CCn1cc2c3c(cccc31)[C@H](CC(C)C)N[C@H](C(=O)N1CCN(C)CC1)C2 | -1%[172 µM] | -5%[88.5 µM] | 89µM* | -2 | -1%[87.6 µM] | -11%[87.6 µM] | ?
COc1ccc(-c2ccc(C(=O)NCCCc3ccccc3)c(Cl)c2)nn1 | . | . | ? | 3 | . | . | ?
Cc1cc(CNC(=O)c2cccc(F)c2F)c2[nH]c(C)c(C)c2c1 | 2% | -1% | ? | 6 | -19% | 8% | 35µM*
